Compound activity (PubChem BioAssay)
14-3-3 PPI: 14-3-3 gamma protein interaction modulation; P61981; FP, 14-3-3gamma / TMR-pS259-Raf peptide binding; inhibition, % at 40 µM; actives 0.19% (n = 160,000); AID 422; in the data active = inhibition above about 30%;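 also: 0% = protein plus tracer without compound and 100% = blank with tracer alone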
Target sequence (P61981 whole entry, looked up): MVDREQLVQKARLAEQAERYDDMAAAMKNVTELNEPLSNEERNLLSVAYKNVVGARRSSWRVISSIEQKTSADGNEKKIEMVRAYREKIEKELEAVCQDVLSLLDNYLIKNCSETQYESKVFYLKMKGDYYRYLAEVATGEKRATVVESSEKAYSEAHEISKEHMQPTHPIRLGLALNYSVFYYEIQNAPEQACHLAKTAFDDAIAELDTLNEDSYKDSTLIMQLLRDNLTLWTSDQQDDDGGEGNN
Numbers without * were called inactive; & = joins results of further samples.

no.	Structure	14-3-3 PPI
1	Cc1ccc(Nc2ccc([N+](=O)[O-])c3nonc23)cc1Cl	-142
2	Cc1cc(C)n2nc(CC(=O)NC3CCCCCC3)nc2n1	-4
3	CCCCN(C)CCNS(=O)(=O)c1cc(Br)cc2c1N(C(C)=O)CC2	0
4	O=C(Nc1ccccc1C(F)(F)F)N1CCC(n2c(=O)[nH]c3ccccc32)CC1	-13
5	CCN1C2=C(C(=O)CCC2)C(c2ccc(O)c(Br)c2)C2=C1CCCC2=O	19
6	O=S(=O)(Nc1ccncc1)c1cccc2nsnc12	-7
7	CC1SC(c2ccccc2)N(CC(O)c2ccc([N+](=O)[O-])cc2)C1=O (centres undefined)	-9
8	Cc1cccc(OCCCC(=O)Nc2ccc(S(=O)(=O)Nc3onc(C)c3C)cc2)c1C	-4
9	Cc1ccc(N(C)CC(=O)N2CCCc3c2c(=O)oc2ccc(OCc4ccccc4)cc32)cc1	3
10	COc1ccc(CC(=O)NCc2ccc3c(c2)OCO3)cc1	0
11	O=C1Nc2ccc(S(=O)(=O)N3CCOCC3)c3cccc1c23	3
12	CC1=C(C(=O)Nc2ccc(C)cc2C)C(c2cccc(Br)c2)n2ncnc2N1 (centres undefined)	-2
13	COc1ccc(NC(=O)c2cnn3c(C(F)(F)F)cc(-c4ccco4)nc23)cc1OC	-4
14	CCOc1ccc2c(c1)[nH]c(=S)n2C	11
15	COc1ccc(N2C(=O)CC(SCc3ccccc3)C2=O)cc1 (centres undefined)	-5
16	CC(=O)OC12CC3CC(C1)C(CC3=O)C2 (centres undefined)	-2
17	COc1ccc2nc3sc(C(=O)N4CCN(c5ccc(Cl)cc5)CC4)cc3cc2c1	6
18	O=C(Nc1ccc(I)cc1)c1ccc(OC(=S)N2CCCCC2)cc1	-14
19	CCN1CCN(C(=O)CCNC(=O)Cn2ccc3ccccc3c2=O)CC1	-5
20	CSc1nc(N)nc(SCC(=O)OC(C)C)c1C#N	-4
21	c1ccc(Nc2nc(-c3cccnc3)cs2)nc1	1&0
22	COc1ccc(N=c2scc(-c3ccc(S(=O)(=O)N4CCOCC4)cc3)n2CCCO)cc1	-5
23	Cc1cc(C)c(S(=O)(=O)Nc2ccc(NS(=O)(=O)c3cc(C)c(C)cc3C)cc2)cc1C	-45
24	Cc1ccccc1NC(=O)c1ccc(C)c(S(=O)(=O)Nc2ccc(C(=O)O)cc2)c1	-5
25	CCc1nc(SCc2ccc(Br)cc2)n[nH]1	-2

Reprinted from the part before: six compounds, then new ones.
no.	Structure	14-3-3 PPI
20	CSc1nc(N)nc(SCC(=O)OC(C)C)c1C#N	-4
21	c1ccc(Nc2nc(-c3cccnc3)cs2)nc1	1&0
22	COc1ccc(N=c2scc(-c3ccc(S(=O)(=O)N4CCOCC4)cc3)n2CCCO)cc1	-5
23	Cc1cc(C)c(S(=O)(=O)Nc2ccc(NS(=O)(=O)c3cc(C)c(C)cc3C)cc2)cc1C	-45
24	Cc1ccccc1NC(=O)c1ccc(C)c(S(=O)(=O)Nc2ccc(C(=O)O)cc2)c1	-5
25	CCc1nc(SCc2ccc(Br)cc2)n[nH]1	-2
26	COCCn1c(-c2ccccc2F)n[nH]c1=S	3
27	COc1cc(Cn2c(-c3nonc3N)nc3ccccc32)ccc1C	-2
28	CC1=C(C(=O)OCC(C)C)C(c2cc3c(cc2Br)OCO3)NC(=O)N1 (centres undefined)	-11
29	Cc1ccc(C(=O)N2C(=O)C(c3ccccc3)Oc3ccccc32)cc1 (centres undefined)	-10
30	COc1cc(C(=O)Oc2c(S(=O)(=O)c3ccccc3)c(C)nn2-c2ccccc2)cc(OC)c1OC	3
31	Cc1ccc2oc3c(c(=O)c2c1)C(c1cccc(O)c1)N(c1ccccn1)C3=O (centres undefined)	-3
32	Nc1nc2ccccc2nc1N	-5
33	CCOC(=O)c1ccc2[nH]c3c(c2c1)CCCC3=O	2
34	CCOc1ccc(-c2nn[nH]n2)cc1	2
35	COc1ccccc1N1C(=O)c2ccc(C(=O)COC(=O)c3ccccc3)cc2C1=O	-14
36	COc1cccc(C2NC(=O)NC(C)=C2C(=O)OCC(C)C)c1OC (centres undefined)	-12
37	Cc1cc2c(=O)n(CC(=O)N3CC(C)CC(C)C3)cnc2s1 (centres undefined)	4
38	O=C(NC1CCCCC1)c1nn2c(c1Cl)NC(c1ccc(Br)cc1)CC2C(F)(F)F (centres undefined)	0
39	CC1=Nn2c(nnc2-c2ccc(F)cc2)SC1	-8
40	O=C(C1CCN(S(=O)(=O)c2cnc[nH]2)CC1)N1CCN(Cc2ccc3c(c2)OCO3)CC1	-7
41	O=C(NCCCN1CCN(c2ccc(F)cc2)CC1)c1ccc2nc3ccc(Cl)cc3c(=O)n2c1	-112
42	COC(=O)c1sc2ccccc2c1NC(=O)c1ccc2c(c1)OCCO2	-5
43	COc1ccc(C=Cc2cc(=O)c3ccc4ccccc4c3o2)cc1	-11
44	CCC(CC)C(=O)NCCNC(=O)C(CC)CC	7
45	CCOC(=O)C1=CSC2(S1)C(C(=O)OCC)=CSC1=C2c2cc(C)ccc2N(C(=O)CC)C1(C)C (centres undefined)	-3
46	N#Cc1c(N2C(=O)C3C4C=CC(C4)C3C2=O)sc2c1CCC2 (centres undefined)	-5
47	CCCCC(=O)Nc1c2c(nn1-c1ccc(F)cc1)CSC2	0
48	COc1ccc(-n2c(SCc3ccc(C#N)cc3)nnc2-c2ccccn2)cc1	-3
49	CCOc1ccc(-n2ccnc2SCC(=O)Nc2cccc3ccccc23)cc1	1
50	O=C(CSc1nnc(-c2c[nH]c3ccccc23)n1-c1ccc(F)cc1)NCc1ccco1	-3&3

(listing goes on)
no.	Structure	14-3-3 PPI
51	COc1ccc(CN2CCOCC2)cc1Br	-1
52	CC1CCN(S(=O)(=O)c2ccc(F)c(C(=O)Nc3ccccc3Br)c2)CC1	3
53	CCOC(=O)c1c(NC(=O)c2nn(CC)cc2Br)sc(C)c1C	-7
54	COCCNC(=O)C(c1cccs1)N(CCc1ccccc1)C(=O)Cn1nnc2ccccc21 (centres undefined)	3
55	Cn1c(SCC(=O)NCc2ccco2)nnc1-c1c[nH]c2ccccc12	-4&-8
56	CC(C)CCn1c(CN2CCCCC2)nc2c1c(=O)n(C)c(=O)n2C	2
57	Clc1ccc(Nc2nc(Oc3ccccc3)nc(N3CCOCC3)n2)cc1	4
58	CC1=C(C(=O)OCCOc2ccccc2)C(c2ccc(F)cc2)C2=C(CC(C)(C)CC2=O)N1 (centres undefined)	5
59	CCOC(=O)c1cn(CC(=O)Nc2ccc3c(c2)OCCO3)nn1	-7
60	CCC(=O)N(Cc1cc2cccc(C)c2[nH]c1=O)c1ccccc1OC	-5
61	CCN(CC)CC(=O)c1c[nH]c2ccc(C)cc12	-13
62	Cc1ccccc1OCC(O)Cn1c(NCc2ccco2)nc2c1c(=O)[nH]c(=O)n2C (centres undefined)	-12
63	O=[N+]([O-])c1c(C(Cl)Cl)nn(-c2ccccc2)c1N1CCCC1	-2
64	O=C1N=C(SCC(=O)N2CCCCC2)NC(=O)C1Cc1ccccc1 (centres undefined)	2
65	COc1ccc(N2C(=O)Nc3ccc(Br)cc3C2(O)C(=O)NCc2ccccc2Cl)c(OC)c1 (centres undefined)	-1
66	CCCCn1nc(NC(=O)c2cccs2)c2cc3cc(OC)ccc3nc21	-9
67	O=C(NCCn1cc(SCc2ccc([N+](=O)[O-])cc2)c2ccccc21)c1cccs1	0
68	CCN(CC)CC(=O)N1CCCc2c1c(=O)oc1ccc(O)cc21	0
69	COc1ccc(C2CC(=O)C3=C(C2)Nc2ccccc2NC3c2cc(Br)c(O)c(OC)c2)cc1OC (centres undefined)	-3
70	COC(=O)c1ccc2c(c1)nc(SCc1cccc([N+](=O)[O-])c1)n1c3ccccc3nc21	-5
71	CC(=O)c1c(C)oc(C)c1CSCc1ccc(C(=O)O)o1	-7
72	COc1ccc(NC(=O)CC2Nc3cc(C)c(C)cc3NC2=O)c([N+](=O)[O-])c1 (centres undefined)	0
73	O=C(NCc1ccccn1)C1COc2ccccc2O1 (centres undefined)	-6
74	CCC1(CC)OC(c2ccc([N+](=O)[O-])cc2)Nc2ccccc21 (centres undefined)	-1
75	CCOC(=O)C1Cc2ccccc2CN1 (centres undefined)	-1

The results go on:
no.	Structure	14-3-3 PPI
76	Fc1ccc(-c2cc(C(F)(F)F)nc(NCc3cccs3)n2)cc1	-5
77	Cc1cccc(C(=O)Nc2ccc(S(=O)(=O)Nc3cnc4ccccc4n3)cc2)c1	-6
78	O=C(O)c1c[nH]c2ccc(S(=O)(=O)N3CCCc4ccccc43)cc2c1=O	-3
79	Cc1ccc(-c2nc(P(=O)(c3ccccc3)c3ccccc3)c(N3CCOCC3)o2)cc1	-6
80	COc1ccc(NC(=O)c2nc[nH]c2C(=O)Nc2ccccc2C)cc1	-4
81	CN(C)CC1(c2ccccc2)CCCC1	5
82	CCN(CC)c1nc2c(c(=O)n(C)c(=O)n2C)n1CCCc1ccccc1	5
83	O=C(NCCCN1CCCC1=O)c1csc2ccccc12	-3
84	Cc1ccc(C(C)C)cc1Oc1cc(Cl)nc(N)n1	0
85	COc1ccccc1N(CC(=O)Nc1ccccc1F)S(=O)(=O)c1ccc(C)cc1	8
86	CCOC(=O)N1CCN(c2nc3ccccc3nc2C(C#N)C(=O)NCCc2ccccc2)CC1 (centres undefined)	-2
87	CC1Cc2ccccc2N1Cc1cc(=O)n2ccsc2n1 (centres undefined)	-7
88	CC1(C)CC2CC(C)(CN2C(=O)c2cc(-c3ccccc3O)on2)C1 (centres undefined)	-1
89	O=c1[nH]c2ccc(Cl)cc2c(-c2ccccc2)c1CNS(=O)(=O)c1ccccc1	5
90	COc1ccc(N2C(=O)c3ccccc3NC2c2ccc(OC)c(CSc3ccccn3)c2)cc1 (centres undefined)	7
91	CN(CC(=O)Nc1ccc2c(c1)OCCO2)S(=O)(=O)c1cccc2cccnc12	-3
92	COC(=O)CSc1n[nH]c(-c2ccncc2)n1	3&5
93	COCCn1c(COc2ccc(OC)cc2)nc2ccccc21	-7
94	COc1ccc(-c2cnc(SCC(=O)Nc3cc(C)on3)n2Cc2ccco2)cc1	-6
95	O=C(CCN1C(=O)c2cccc3cccc(c23)C1=O)OCC=Cc1ccccc1	0
96	O=C(O)Cn1c(SC2CCCCC2)nc2ccccc21	-6
97	C1CCN(c2nc(N3CCCCC3)nc(N3CCNCC3)n2)CC1	-8
98	CS(=O)(=O)N1CCCC(C(=O)NCCc2ccc(Cl)cc2)C1 (centres undefined)	-4
99	O=C(Nc1cccc(-c2nc3ccccc3[nH]2)c1)c1ccccc1[N+](=O)[O-]	-12
100	O=C(O)c1cc2c3c(c1)C1C=CCC1C(c1ccccc1)N3CC1CC=CC21 (centres undefined)	-54

Other compounds
no.	Structure	14-3-3 PPI
101	COc1ccc(-n2nc(C(=O)Nc3ccc(OC)cc3OC)c3ccccc3c2=O)cc1	-9
102	Cn1c(CC#N)nc2ccccc21	-13
103	CCOc1ccccc1NS(=O)(=O)c1ccc(OCC)c2ncccc12	28
104	COc1ccc(C2NC3=C(CCC3)C3(C#N)C4(N=C(N)C23C#N)OCCO4)cc1 (centres undefined)	-4
105	CCCCN(CCCC)Cc1c(O)ccc2c1oc(=O)c1ccccc12	-10
106	NS(=O)(=O)c1ccc(Nc2nc(-c3ccccc3)c3cc(Br)ccc3n2)cc1	-45
107	COc1cc(C)c(C(C)C)cc1S(=O)(=O)N1CCCCC1	-4
108	COc1ccc(-c2nnc(SCC(=O)NC(=O)NCc3ccco3)o2)cc1	0
109	Nc1cccc(C(=O)Nc2ccc(N)cc2Cl)c1	-3
110	CCCCN(CC)CCNS(=O)(=O)c1ccc2c(c1)oc(=O)n2C	-2&-8
111	Cc1ccc(S(=O)(=O)Cn2cnnn2)cc1	1
112	CC(C)(C)c1cc(CN2CCOCC2)c(C(=O)O)o1	-2
113	O=C(NC1CCCC1)c1cc(-c2ccco2)on1	-14
114	CC(=O)CCc1c(C)[nH]c2ccc(NC(C)=O)cc2c1=O	-20
115	CCC(C)NC(=O)c1ccc2c(c1)[nH]c(=S)n1c3ccccc3nc21 (centres undefined)	-3
116	CC(=O)c1cnc(Nc2nc(C)c3ccc(C)cc3n2)nc1C	-4
117	CCN(CC)C(=O)Oc1ccccc1NC(C)=O	1
118	COc1cc(OC)cc(C(=O)Nc2ccc(S(=O)(=O)Nc3cc(C)nc(C)n3)cc2)c1	1
119	Cc1[nH]c2ccccc2c1C(Nc1ccccn1)c1ccccn1 (centres undefined)	1
120	COc1ccc(N2C(=O)CCC(C(=O)NCc3ccco3)C2c2ccc(F)cc2)cc1 (centres undefined)	3
121	CCCCSc1nnc2c(n1)OC(c1cc(Cl)cc(OC)c1OC(C)=O)N(C(C)=O)c1ccccc1-2 (centres undefined)	-9
122	Cc1ccc(NC(=O)c2cc3nc(-c4cccs4)cc(C(F)(F)F)n3n2)cc1C	-7
123	Cc1ccc(C2=Nc3nc(-c4ccccc4)cn3C(c3ccc(F)cc3)C2)cc1 (centres undefined)	-42
124	O=C(NC1CCCCCC1)C1CC1	12
125	O=C(C1CCC(CNS(=O)(=O)c2ccc(Br)s2)CC1)N1CCc2ccccc21 (centres undefined)	2

(cont.)
no.	Structure	14-3-3 PPI
126	O=C(CSc1nnc(-c2c[nH]c3ccccc23)o1)N1CCCCC1	-7
127	Cc1ccc(C2N(c3ccc(F)cc3)C(=O)C3CCCN32)cc1 (centres undefined)	-4
128	Fc1ccccc1N1CCN(CCCNc2ccc3nncn3n2)CC1	-1
129	CN1C(=O)NC(NC(=O)C2CCCCC2)(C(F)(F)F)C1=O (centres undefined)	10
130	COc1ccc(CCNC(=O)c2cccc(-n3c(=S)[nH]c4cc(Cl)ccc4c3=O)c2)cc1OC	-10
131	Cc1csc(NC(=O)C2CCCN(S(=O)(=O)c3cnc[nH]3)C2)n1 (centres undefined)	3
132	CC(C)c1ccc(CNc2ccc3oc(-c4ccccc4)nc3c2)cc1	1

3 entries from above, set out differently:
129	CN1C(=O)NC(NC(=O)C2CCCCC2)(C(F)(F)F)C1=O (centres undefined)
  14-3-3 PPI: 10
130	COc1ccc(CCNC(=O)c2cccc(-n3c(=S)[nH]c4cc(Cl)ccc4c3=O)c2)cc1OC
  14-3-3 PPI: -10
131	Cc1csc(NC(=O)C2CCCN(S(=O)(=O)c3cnc[nH]3)C2)n1 (centres undefined)
  14-3-3 PPI: 3

This is a subset. The share of hits here may be higher or lower than overall.
